# Bioassay records (PubChem)
# VIM-2 inh: inhibitors of Pseudomonas aeruginosa VIM-2 metallo-beta-lactamase; purified VIM-2, nitrocefin hydrolysis, epi-absorbance fluorescence; inhibition, % at 5.6 µM; 0.89% of 290,000 active;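 active = inhibition above the mean of all tested compounds plus 3 SD, cutoff set per screening run, cut at about 7.5% in these data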;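 note: red hydrolysis product quenches plate fluorescence so inhibitors raise well fluorescence; 0% = enzyme with DMSO and 100% = DMSO without enzyme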
# IDE cell activ: boosts human insulin-degrading enzyme activity in HEK cells; activation, % at 5.96 µM; FAbeta-B cleavage, fluorescence polarization; 0% vehicle, 100% cell-free pure enzyme wells; AID 493087; P14735; 0.073% of 340,000 active;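 active = activation above the mean of all tested compounds plus 3 SD, set per screening campaign, cut at about 17% in these data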
# PHOSPHO1 block: inhibitors of human PHOSPHO1 phosphatase; Q8TCT1; recombinant PHOSPHO1, absorbance phosphatase assay; inhibition, % at 13.3 µM; 1.1% of 290,000 active; AID 1565; in the data active = inhibition above about 60%
# Target sequence (Q8TCT1 whole entry, looked up): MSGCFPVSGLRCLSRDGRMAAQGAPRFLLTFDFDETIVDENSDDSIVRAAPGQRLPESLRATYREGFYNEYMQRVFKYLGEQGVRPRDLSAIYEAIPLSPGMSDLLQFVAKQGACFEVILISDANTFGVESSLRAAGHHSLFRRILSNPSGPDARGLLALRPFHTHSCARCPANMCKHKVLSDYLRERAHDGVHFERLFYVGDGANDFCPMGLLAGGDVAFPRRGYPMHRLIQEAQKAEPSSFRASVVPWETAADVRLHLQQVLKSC
# PfM18AAP inh: PfM18AAP enzyme inhibition; recombinant PfM18AAP, H-Glu-NHMec fluorogenic cleavage; inhibition, % at 7.35 µM; 1.2% of 290,000 active;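 active = inhibition above the campaign mean inhibition over all tested compounds plus 3 SD, cut at about 28% in these data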;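 note: 0% = plate median of test compound wells and 100% = 2 mM ZnCl2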
# GPR7 antag: human neuropeptides B/W receptor 1 antagonism | AID 1861 | GPR7-expressing cells, fluorescence antagonist assay | P48145 | inhibition, % at 4.4 µM | 1.1% of 290,000 active; in the data active = inhibition above about 16%, passing the limit was not always enough;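 note: cells stimulated with the agonist NPW; 0% = agonist with vehicle and 100% = vehicle without agonist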
# Target sequence (P48145 whole entry, looked up): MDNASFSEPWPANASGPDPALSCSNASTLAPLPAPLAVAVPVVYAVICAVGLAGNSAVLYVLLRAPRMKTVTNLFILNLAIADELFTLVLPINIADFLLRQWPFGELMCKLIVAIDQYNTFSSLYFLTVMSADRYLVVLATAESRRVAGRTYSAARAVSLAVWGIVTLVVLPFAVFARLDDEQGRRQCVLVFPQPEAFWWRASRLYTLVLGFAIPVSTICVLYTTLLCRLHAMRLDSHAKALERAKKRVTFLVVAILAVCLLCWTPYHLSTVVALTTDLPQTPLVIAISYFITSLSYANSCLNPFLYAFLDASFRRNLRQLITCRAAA
# IDE cell inh: inhibits human insulin-degrading enzyme in HEK cells. P14735. FAbetaB cleavage, fluorescence polarization. inhibition, % at 5.59 µM. 0.41% of 320,000 active. AID 434962;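 active = percent inhibition above the average of all tested compounds plus 3 SD, set per screening campaign, cut at about 16% in these data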;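 note: IDE supplied by intact live HEK cells; FP after avidin binding of uncleaved biotin substrate so inhibition keeps polarization high; 0% = DMSO wells and 100% = 60 µM reference IDE inhibitor Ii1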
# NALP1 yeast inh: blocks the NALP1 inflammasome reconstituted in yeast; S. cerevisiae NALP1/ASC/caspase-1 growth, X-gal OD620, 72 h; inhibition, % at 10 µM; 0.61% of 280,000 active; AID 2071; in the data active = inhibition mostly above about 24%, no sharp cut-off; inactive = mostly below about 32%; note: some compounds called inactive have numbers as strong as hits
# p-CIP stab down: compounds decreasing mouse p/CIP protein stability | F442A p/CIP-EGFP cells, EGFP fluorescence, 16 h | decrease of EGFP signal, % at 10 µM | 0.01% of 290,000 active;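 active = EGFP signal decrease of at least 30% at 10 µM or well 3 SD below plate mean, unless failing retest; inactive = the rest, including hits failing retest or dose response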; note: some compounds called inactive have numbers as strong as hits; many of its hits are not listed in these tables
# IMP-1 inhibitor: inhibitors of Pseudomonas aeruginosa IMP-1 metallo-beta-lactamase. purified IMP-1, nitrocefin hydrolysis, epi-absorbance fluorescence. inhibition, % at 5.6 µM. 0.45% of 290,000 active. AID 1556;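 active = inhibition above the mean plus 3 SD of all compounds in the same screening run, cut at about 4.5% in these data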;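 note: 0% = IMP-1 with DMSO and 100% = DMSO wells lacking enzyme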
#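 System: purified IMP-1; amount: IMP-1 0.2 nM before substrate addition; compound: single dose, 5.6 µM; times: 25 °C, 15 min preincubation, 25 min reaction; signal: Epi-absorbance via hydrolysed-nitrocefin quenching of white-plate fluorescence, 480/530 nm, EDTA stop; benchmarks: DMSO with and without IMP-1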
# The depositor's hits bear a star; · = no result given.
SMILES,VIM-2 inh,IDE cell activ,PHOSPHO1 block,PfM18AAP inh,GPR7 antag,IDE cell inh,NALP1 yeast inh,p-CIP stab down,IMP-1 inhibitor
Cc1cc(NC(=O)c2cc(-c3ccccc3C)nc3ccccc23)no1,-2.8,1.9,-2.7,-2.1,-11.2,5.0,11.7,2.5,-2.9
Cc1cc(C)nc(SC(C)C(=O)Nc2ccc(S(N)(=O)=O)cc2)n1 (centres undefined),-1.3,0.2,17.4,-1.6,3.9,-0.1,-6.2,-0.8,-2.8
CN(C(=O)COC(=O)CCc1c[nH]c2ccccc12)C(c1ccccc1)c1ccccc1,-1.6,8.7,-18.4,0.7,-4.7,-3.7,25.4,-20.8,-1.6
CCOC(=O)/C(=N\Nc1cc(Cl)ccc1Cl)N1CCN(CC)CC1,0.3,0.5,9.1,-4.9,2.6,0.3,25.5,2.2,2.2
COc1cc(C2C(C#N)=C(N)N(N(C)C)C3=C2C(=O)CC(C)(C)C3)ccc1O (centres undefined),-0.2,2.9,33.7,-3.1,-7.3,0.9,-8.8,-10.6,-1.5
Cc1nn(C)c(C(=O)NNC(=S)NCC(C)C)c1Cl,-4.5,1.5,-15.4,-1.9,-12.9,6.0,12.7,-1.9,-3.6
COc1ccccc1CNC(=O)C(C)Sc1ccc(C)cc1 (centres undefined),-2.6,1.4,-14.2,-4.0,-6.9,-3.4,-3.1,8.2,-2.3
CSc1ccc(/C=C(/Sc2nnc(-c3ccccc3)o2)C(=O)O)cc1,-5.3,·,-13.7,-1.0,-11.8,5.3,-6.2,-1.6,-3.5
Cc1ncc([N+](=O)[O-])n1CC(=O)Nc1ccc(OC(F)(F)Cl)cc1,-3.4,-0.6,19.7,0.0,8.5,1.6,12.9,-7.2,-3.1
Nc1nonc1C(=O)N/N=C/c1cc2c(cc1Br)OCO2,-1.6,4.9,19.8,-5.8,7.7,-0.3,19.5,-6.8,-3.2
CC12CCC(=O)N1C(C(=O)NCCc1ccc(F)cc1)CS2 (centres undefined),-2.2,-1.5,30.1,2.0,-10.8,-0.8,-10.8,-12.9,-3.4
O=C1OC(c2ccccc2)=C/C1=C/N1CCCCC1,-4.4,-1.6,1.4,2.2,3.7,1.1,1.5,-17.1,-2.4
Cc1ccc(Nc2nc(N)c3ccccc3n2)cc1Cl,-0.6,0.1,20.1,-8.8,-3.1,0.8,37.2,6.5,-0.2
COc1cccc(C(=O)NCC(=O)N/N=C/c2cccs2)c1,-0.8,-0.4,-3.8,3.2,8.9,0.7,4.9,-7.2,-0.8
O=[N+]([O-])c1cccc(/C=N/NC2=NCCCCC2)c1,-2.5,-2.7,-21.2,5.4,-4.8,0.1,40.7,-3.0,-3.6
Cc1cc(N=CC2=C(O)CC(C)(C)CC2=O)no1,-0.5,-6.8,0.6,3.6,-16.0,-1.8,1.0,-4.3,-1.2
C[n+]1ccc(/C=N/Nc2nc(Cl)c(C#N)c(Cl)c2Cl)cc1,42.7*,-2.3,-7.9,4.5,5.8,5.1,-19.8,-9.1,-7.5
Cc1cc(=O)oc2cc(OCC(=O)NCc3cccnc3)ccc12,0.8,3.9,-30.5,4.0,-13.5,0.8,-11.7,-7.1,-3.4
CCOc1cc(/C=C\c2[nH]c(=O)[nH]c(=O)c2[N+](=O)[O-])ccc1OC(C)CC (centres undefined),-0.3,·,38.2,10.1,-3.9,-0.9,10.7,-10.2,-1.0
Cc1ccccc1NC(=O)NC1(C(=O)N2CCN(C)CC2)CCCCC1,-0.4,5.0,22.4,-1.0,-7.7,-9.9,8.7,-0.1,-3.1
CCn1c2ccccc2c2cc(NC(=O)c3coc(=O)c(Br)c3)ccc21,-2.5,·,-5.5,-2.8,-13.7,-1.9,7.5,-6.5,-3.2
C/C(=C/C(=O)NCc1ccccc1)C(=O)O,-2.4,-6.1,-8.3,-2.0,14.3,2.3,-13.5,-5.4,-1.9
COc1ccccc1C(=O)Nc1ccc(N2CCN(Cc3ccccc3)CC2)cc1,7.1,-1.1,13.1,-2.7,-1.0,0.8,·,-1.6,-2.7
CC(C)CSc1nnc2c(n1)[nH]c1ccccc12,-2.5,-1.4,20.1,-6.8,0.0,4.7,0.8,-5.2,-4.7
O=C(c1cccs1)N1CCN(Cc2ccncc2)CC1,-0.1,3.0,0.9,-1.2,8.6,-4.0,-10.0,-0.1,-0.6
# Following part:
SMILES,VIM-2 inh,IDE cell activ,PHOSPHO1 block,PfM18AAP inh,GPR7 antag,IDE cell inh,NALP1 yeast inh,p-CIP stab down,IMP-1 inhibitor
Cn1c(=O)c2c(nc3n2CC(COc2ccccc2)O3)n(C)c1=O (centres undefined),0.2,-0.7,-8.2,12.6,1.1,·,13.5,10.6,-0.2
O=C(COc1ccccc1O)Nc1ccccc1Cl,0.2,-2.0,36.3,-1.9,7.0,-0.7,16.9,-7.5,-1.4
COc1ccc(C2C(CN3CCOCC3)C(=O)N2c2ccccc2)cc1 (centres undefined),-1.2,2.2,-46.8,-0.7,-4.4,2.3,9.0,8.6,-1.4
Cc1ccc(-c2cc(C(F)F)n3ncc(C(=O)Nc4cn(C)nc4C)c3n2)cc1,0.7,-1.2,-1.1,-9.6,-8.2,9.9,-13.4,-4.8,-2.4
O=C(Cc1cccs1)N(c1ccc(F)cc1)C1(C(=O)NC2CCCCC2)CCCC1,-5.0,4.9,-16.9,-0.8,-2.1,-0.5,11.7,-8.2,-3.1
O=C(Nc1c(O)c2ccccc2[nH]c1=O)c1ccco1,1.2,-3.2,-24.7,-5.0,-1.1,1.5,·,-13.3,-1.1
CCOc1ccccc1N(CC(=O)Nc1ccc2c(c1)OCO2)S(C)(=O)=O,-0.6,2.5,8.8,-3.4,-5.0,3.3,3.4,10.7,-3.6
COc1ccc2c(C)cc(SCC(=O)c3ccc4c(c3)OCO4)nc2c1,-0.9,-1.4,44.3,11.3,-11.8,0.0,-2.9,-10.5,-0.9
Nc1ccc2nc(SCC(=O)Nc3ccc(N4CCOCC4)c(Cl)c3)sc2c1,-3.1,0.1,11.7,5.1,-2.7,2.1,10.8,7.5,-5.8
CC1c2[nH]c3ccccc3c2CCN1S(C)(=O)=O (centres undefined),-6.4,-2.1,-2.2,-5.9,26.4*,9.6,38.1,-7.6,-8.7
CCCCc1nnc(NC(=O)CSCc2cc(=O)n3ccsc3n2)s1,-3.9,-3.0,27.6,-3.3,-7.6,6.5,-28.7,0.3,-5.3
CC1c2ccsc2CCN1S(=O)(=O)c1cccs1 (centres undefined),-2.7,-0.1,28.8,2.1,-10.6,-1.2,15.9,-11.4,-2.1
Cn1c(SCC(=O)Nc2cccc(F)c2)nc2c([nH]c3ccccc32)c1=O,-0.1,2.8,15.4,-0.6,-10.4,15.5,-8.8,-3.6,-0.9
Cc1ccc(NC2=C/C(=N/S(=O)(=O)c3cccs3)c3ccccc3C2=O)cc1,0.7,3.6,4.7,3.1,8.2,-1.1,16.6,-7.0,-1.7
O=C(NCCc1nc2ccccc2[nH]1)/C(=C/c1ccco1)NC(=O)c1ccccc1Br,-5.5,-6.9,-9.3,1.9,-12.8,-3.6,16.0,-21.4,-4.0
Cc1ccc(CN2CCN(/N=C/c3sccc3C)CC2)c(C)c1,-0.7,-1.1,-16.4,6.1,-5.1,1.5,42.9,-16.0,-4.4
CC(C)c1c(O)nc(SCC(=O)N2CCOCC2)[nH]c1=O,0.3,4.3,-7.4,7.3,-1.1,0.5,5.0,-0.9,-0.9
CC(=O)NC(Cc1ccccc1)C(=O)NC1CCN(C(=O)NC2CCCCC2)CC1 (centres undefined),-1.9,2.6,4.9,2.1,-6.1,1.8,15.4,-0.8,-0.4
c1ccc(-c2onc(-c3ccco3)c2-c2ccc3c(c2)OCO3)cc1,-1.8,-6.8,4.0,3.2,-11.6,1.0,15.9,-3.7,-2.5
O=C(NCC1CCCO1)c1coc2nc3ccccc3nc12 (centres undefined),-2.6,-0.3,8.3,5.2,-2.9,-0.7,3.8,-0.7,0.5
CSc1ccccc1NC(=O)c1cc(CC(C)C)on1,-1.1,0.9,14.1,-2.0,-6.7,2.3,32.2,-18.3,-3.3
Oc1ccccc1/C=N/n1cnn(Cc2ccccc2Cl)c1=S,-4.8,-1.7,4.1,10.8,-1.0,5.2,·,4.7,-3.8
Cc1ccc(NC2c3ncccc3C(=O)N2c2ccccc2C)cc1C (centres undefined),0.3,6.8,85.5*,28.9*,5.9,-4.8,-14.3,0.9,-1.4
CC(C)CNS(=O)(=O)c1ccc(CC(C)C)cc1,-2.3,0.3,-7.1,-0.4,8.6,4.5,4.2,0.8,-1.8
CCCN(CCC)CCCNC(=O)c1cc2c(=O)n(CC)c3ccccc3c2s1,14.0*,-1.6,28.6,-2.4,-5.2,-2.9,33.9,-1.3,0.7
# (further entries)
SMILES,VIM-2 inh,IDE cell activ,PHOSPHO1 block,PfM18AAP inh,GPR7 antag,IDE cell inh,NALP1 yeast inh,p-CIP stab down,IMP-1 inhibitor
O=C1C=C(c2ccccc2)C[C@H](c2cccs2)[C@H]1n1cnc([N+](=O)[O-])c1,-3.6,2.9,1.1,8.5,-10.8,-0.8,0.2,-4.3,-4.3
CN(C)c1cc(-c2ccc(Cl)c(Cl)c2)oc(=O)c1Cl,-1.9,6.9,-9.8,-3.5,-12.1,7.4,·,-5.5,5.4*
Cc1cc(C(=O)OCC(=O)Nc2ccc(F)cc2F)c(C)o1,-1.0,0.0,20.9,-1.5,-4.9,-0.5,6.5,-14.5,-2.0
O=C(COC(=O)c1ccc(NS(=O)(=O)c2cccs2)cc1)NCc1ccco1,-2.9,1.4,0.1,18.2,-2.5,2.9,·,-3.5,-3.0
CCOC(=O)c1cnc2c(C)cccc2c1NCCc1ccc(OC)c(OC)c1,7.0,4.9,11.7,-4.7,-6.0,6.2,·,-7.2,-2.0
COc1ccc(CCNC(=O)COc2ccccc2[N+](=O)[O-])cc1OC,0.0,0.4,35.8,-3.4,-13.9,2.8,18.9,0.9,-0.9
CC1(C(=O)NC2CCCCCCC2)CCC(=O)N1CCN1CCOCC1 (centres undefined),-1.5,4.8,13.5,2.2,-1.0,3.3,1.0,-7.4,-2.3
CCN(CCn1cccn1)C(=O)CCc1nnc(Cc2c[nH]c3ccccc23)o1,-2.0,5.2,20.0,-4.4,-9.3,-0.3,-8.6,-8.1,-2.5
Cc1ccccc1C(=O)N/N=C/c1cccc2ccccc12,-2.4,-4.3,36.9,-2.5,-2.5,-5.8,21.2,-15.2,-1.4
CCc1cccc(OCC2Cn3c(nc4c3c(=O)[nH]c(=O)n4C)O2)c1 (centres undefined),0.3,3.2,24.1,1.7,5.7,2.9,4.9,3.4,-0.3
CC(C)N(CCc1ccncc1)C(=S)Nc1ccc(F)c(Cl)c1,-1.9,9.7,-6.7,2.6,-16.8,4.8,1.3,5.0,-3.4

# Part of the list above, with values ahead of the structure.
VIM-2 inh	IDE cell activ	PHOSPHO1 block	PfM18AAP inh	GPR7 antag	IDE cell inh	NALP1 yeast inh	p-CIP stab down	IMP-1 inhibitor	mol
0.0	0.4	35.8	-3.4	-13.9	2.8	18.9	0.9	-0.9	COc1ccc(CCNC(=O)COc2ccccc2[N+](=O)[O-])cc1OC
-1.5	4.8	13.5	2.2	-1.0	3.3	1.0	-7.4	-2.3	CC1(C(=O)NC2CCCCCCC2)CCC(=O)N1CCN1CCOCC1 (centres undefined)
-2.0	5.2	20.0	-4.4	-9.3	-0.3	-8.6	-8.1	-2.5	CCN(CCn1cccn1)C(=O)CCc1nnc(Cc2c[nH]c3ccccc23)o1
